POLI inh: DNA polymerase iota (human) inhibition; Q9UNA4; Pol iota fluorescent replication assay, 10 min; Potency, µM (doses to about 115 µM), without a hit: at the highest dose activity, negative = inhibition, most hits filed as inhibitors; 390,000 compounds, 1% hits; further: potency means the concentration at half of the fitted maximal effect
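Fluorescent replication assay read twice, at 0 min and 10 min after adding 50 nM (final) substrate. Enzyme (10 nM) and compounds were first incubated 15 min at room temperature; enzyme-free buffer wells were negative controls.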
Glioma ERSR ind: inducers of ER stress response in human glioma cells | U87-MG GRP78 promoter luciferase reporter, 16 h | Potency, µM, for the others: at the highest dose activation, actives largely listed as activators | 420,000 compounds, 0.02% hits | AID 602332; further: potency means the concentration at half of the fitted maximal effect; series mostly up to about 76 µM; % of control where 0% means no effect; nearly all actives have a fitted effect of over 35% in size
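Stably transfected U87-MG human glioma cells carrying a GRP78-based luminescent sensor were seeded at 1000 cells/well, pin-dosed with compounds and incubated 16 h. Luciferase reagent was then added, and end-point luminescence was read after 10 min at room temperature.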
Pol beta inh: DNA polymerase beta (human) inhibition; 340,000 compounds, 1.3% hits; Pol beta primer extension/strand displacement, fluorescence kinetic; P06746; Potency, µM (titrated, usually from 114 µM), for inactives: top-dose activity change, negative = inhibition, actives largely listed as inhibitors; further: potency means the concentration at half of the fitted maximal effect; on the % scale 0 is the no-effect control and ±100 the full control effect
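Enzyme-only controls used 10 nM Pol beta; buffer lacking enzyme served as negative control. Compound preincubated 15 min, then 50 nM substrate added; 0 and 10 min reads at room temperature.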
Pol kappa inh: DNA polymerase kappa (human) inhibition. purified Pol kappa, fluorescent DNA synthesis assay, 10 min. Potency, µM (titrated, usually from 107 µM), for the others: top-dose activity, negative = inhibition, usual class: inhibitors. Q9UBT6. AID 588579. 400,000 compounds, 0.53% hits; further: potency means the concentration at half of the fitted maximal effect; on the % scale 0 is the no-effect control and ±100 the full control effect
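Kinetic fluorescence screen: compound preincubated 15 min RT with 10 nM enzyme; 50 nM substrate (final) initiates; reads at 0/10 min.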
APEX1 inh: blocks human APE1 abasic DNA cleavage; recombinant APE1, TAMRA/BHQ-2 abasic DNA cleavage fluorescence; Potency, µM (highest dose often 65.8 µM), for inactives: at the top dose activity change, negative = inhibition, hits mostly inhibitors; 350,000 compounds, 0.35% hits; AID 2517;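 further: potency means the concentration at half of the fitted maximal effect; plate controls were vehicle for no effect and reference inhibitor for full effect; nearly all actives have a fitted effect of over 55% in size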
Target sequence (P27695 whole entry, looked up): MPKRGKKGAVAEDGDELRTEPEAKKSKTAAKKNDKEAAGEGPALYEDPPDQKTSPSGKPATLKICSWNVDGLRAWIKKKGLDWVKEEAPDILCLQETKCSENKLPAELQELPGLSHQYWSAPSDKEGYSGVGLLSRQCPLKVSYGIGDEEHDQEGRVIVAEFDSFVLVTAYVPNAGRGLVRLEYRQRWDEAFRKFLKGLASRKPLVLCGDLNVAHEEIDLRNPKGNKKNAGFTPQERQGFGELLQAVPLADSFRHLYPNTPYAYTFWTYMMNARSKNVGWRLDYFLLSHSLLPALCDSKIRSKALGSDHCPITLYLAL
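Compound pre-exposure to 0.75 nM APE1, 15 min at ambient temperature. Reaction initiated with 50 nM TAMRA/BHQ-2 THF substrate, read immediately in kinetic mode, 525 nm excitation, 598 nm emission.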
POLH inh: inhibitors of human DNA polymerase eta. recombinant Pol eta, fluorescent DNA replication assay. 390,000 compounds, 1.2% hits. Q9Y253. Potency, µM (top dose mostly 114 µM), inactives show top-dose activity change, negative = inhibition, actives largely listed as inhibitors; further: potency means the concentration at half of the fitted maximal effect; on the % scale 0 is the no-effect control and ±100 the full control effect
Target sequence (Q9Y253 whole entry, looked up): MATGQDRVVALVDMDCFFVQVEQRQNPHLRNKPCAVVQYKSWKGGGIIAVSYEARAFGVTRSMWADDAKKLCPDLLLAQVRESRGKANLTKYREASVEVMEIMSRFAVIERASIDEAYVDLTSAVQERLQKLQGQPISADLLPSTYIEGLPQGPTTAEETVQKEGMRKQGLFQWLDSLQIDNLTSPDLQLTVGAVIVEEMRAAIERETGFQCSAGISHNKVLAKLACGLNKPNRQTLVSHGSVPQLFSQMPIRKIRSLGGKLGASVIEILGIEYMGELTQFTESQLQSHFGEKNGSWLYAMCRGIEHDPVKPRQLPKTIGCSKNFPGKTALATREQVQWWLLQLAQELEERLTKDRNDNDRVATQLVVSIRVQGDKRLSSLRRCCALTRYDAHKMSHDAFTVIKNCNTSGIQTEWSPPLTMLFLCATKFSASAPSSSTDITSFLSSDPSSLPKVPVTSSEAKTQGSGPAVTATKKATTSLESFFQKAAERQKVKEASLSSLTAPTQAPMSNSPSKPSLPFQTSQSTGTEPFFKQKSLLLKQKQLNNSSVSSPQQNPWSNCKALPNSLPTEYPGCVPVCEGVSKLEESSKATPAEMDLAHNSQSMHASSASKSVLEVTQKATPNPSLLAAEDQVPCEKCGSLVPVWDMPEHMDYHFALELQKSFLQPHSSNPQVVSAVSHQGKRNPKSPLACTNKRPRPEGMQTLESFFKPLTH
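Pol eta (10 nM) was preincubated with compounds for 15 min at room temperature, after which fluorescent replication substrate (50 nM final) was added to start the reaction. Fluorescence was read kinetically at 0 and 10 min.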
Anesthetic bind: binds horse apoferritin like a general anesthetic | 350,000 compounds, 0.074% hits | Potency, µM (series often up to 77.5 µM), for the others: at the highest dose activity change, negative = displacement, most hits filed as inhibitors | apoferritin/1-aminoanthracene competitive binding, fluorescence | P02791; further: potency means the concentration at half of the fitted maximal effect; on the % scale 0 is the no-effect control and ±100 the full control effect; nearly all actives have a fitted effect of over 20% in size
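In PBS, apoferritin at 10 uM is loaded with 1-AMA from a 50% saturated solution. After 10 min of compound exposure at ambient temperature, reduced 535 nm fluorescence indicates probe displacement.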
LDHA block: LDHA (human) enzyme inhibition; purified LDHA, NADH/diaphorase-resazurin fluorescence; hits give low values; activity change, % (values are at about 110 or 230 µM); 480,000 compounds, 0.15% hits; AID 1347041; in the data active means activity change below about -30%; inconclusive means mostly about -25% to -30%;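 further: plate controls were DMSO wells for no effect and wells without enzyme for full effect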
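LDH5 2 nM; NADH 0.06 mM, pyruvate 0.2 mM; 200 mM Tris pH 7.4, EDTA, Tween-20; 5 min RT. Detection: diaphorase 0.133 mg/mL + resazurin 37 µM, fluorescence ex540/em590 at 0 and 20 min; normalized to enzyme-free and DMSO wells.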
BLM inh: Bloom syndrome helicase (human) inhibition; AID 2528; Potency, µM (doses to about 56.1 µM), for the others: top-dose activity change, negative = inhibition, actives largely listed as inhibitors; P54132; 350,000 compounds, 0.2% hits; recombinant BLM DNA unwinding, fluorescence dequenching;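 further: potency means the concentration at half of the fitted maximal effect; plate controls were vehicle for no effect and no enzyme for full effect; nearly all actives have a fitted effect of over 35% in size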
An asterisk follows results filed as active; ? = inconclusive; · = no result given; & = joins results of further samples; [ ] = remark or other dose. Unless noted, the call rests on the fitted dose curve; in most records, active means well fitted curve in the direction sought with a large enough effect; inconclusive means small, poorly fitted or top-dose-only effect, or another doubt; inactive means no such curve, though single readings can be large; an effect the other way counts as inactive or inconclusive. Some of the compounds tested; the hit share may differ from the screen's.

Fields: POLI inh, Glioma ERSR ind, Pol beta inh, Pol kappa inh, APEX1 inh, POLH inh, Anesthetic bind, LDHA block, BLM inh
NC1(c2ccccc2Cl)CCCCC1=O (stereo not drawn)
    ·, -5%, ·, -17%[60.1 µM], 1%, ·, 5%, ·, 7%
O=C1NC(=O)C2(Cc3ccccc3N3CCCC32)C(=O)N1 (stereo not drawn)
    30%[activator], -1%, 0%, -2%, 1%, -13%, 65%[activator], 3, 1%
CC(C)[C@H](NC(=O)[C@H](CC(=O)O)NC(=O)[C@H](Cc1ccccc1)NC(=O)[C@@H](C)NC(=O)[C@@H](N)Cc1ccc(O)cc1)C(=O)N[C@H](C(=O)NCC(N)=O)C(C)C
    ·, -4%, ·, 15%[60.1 µM], 0%, ·, 2%, ·, -3%
Cc1ccc(S(=O)(=O)N2CN3CCN(C3)C2)cc1
    9%, -5%, 3%, -1%, 2%, 0%, -14%, -3, 1%
O=C(COc1ccccc1)N1CCN(CC2CC=CCC2)CC1 (stereo not drawn)
    3%, 1%, 56%, -5%, 4%, -19%, -3%, ?, 0%
COc1cc(C(O)CNC(C)C)cc(F)c1OC (stereo not drawn)
    41%, -4%, ·, 0%, ·, -21%, ·, -12, ·
COc1ccc(OC)c(-n2c(O)c(C=Nc3c(C)n(C)n(-c4ccccc4)c3=O)c(=O)[nH]c2=O)c1
    -12%, -5%, -1%, -9%, 5%, -10%, -4%, -10, 6%
C[C@H]1C2Cc3ccc(O)cc3[C@]1(C)CCN2CC1CC1
    -8%[58.9 µM], -4%, -9%[57.1 µM], -1%[60.1 µM], 1%, -4%[57.1 µM], ·, ·, ·
O=C1/C(=C\c2ccc3c(c2)OCO3)N2CCC1CC2
    4%, -3%, 0%, -10%, 3%, -5%, ?, -7, 0%
COC(=O)COc1cc(C)cc2oc(=O)c3c(c12)CCCC3
    40%[activator], -6%, 12%, 0%, -1%, -10%, 0%, -1, 6%
Cc1cc2c(s1)NC(=O)CN=C2c1cccs1
    25%, -3%, 16%, 2%, 6%, -19%, -22%, -8, 8%
CCc1ccccc1NC(=O)CSc1nnc([C@@H](N)Cc2c[nH]c3ccccc23)o1
    10%, 0%, 11%, -7%, 12%, -8%, -12%, -4, -1%
CC(C)CCC1(CCO)C(=O)NC(=S)NC1=O
    ?, -2%, ·, -10%, ·, -10%, ·, -8, ·
O=C(Nc1ccc(F)c(Cl)c1)N(Cc1ccc2c(c1)OCO2)C1CCN(Cc2ccccc2)CC1
    14%, -2%, 1%, -20%, ·, -17%, -7%, -1, -9%
O=C(c1ccc2c(c1)OCO2)C1CCCN(CC2CCCCC2)C1 (stereo not drawn)
    22%, -4%, 6%, -11%, -1%, -22%, -8%, 0, -1%
c1ccc(C2CC3CC(c4ccco4)N2O3)cc1 (stereo not drawn)
    ?, -4%, 1%, -10%, 0%, 7%, ?, 2, 2%
O=c1c2ccccc2nc(/C=C\c2cccc(Br)c2)n1-c1ccc(O)cc1
    ?, -9%, -29%, 2%, ·, ?, -11%, 1, -9%
O=c1c2ccccc2nc(/C=C/c2ccc3c(c2)OCO3)n1-c1cccc(O)c1
    -3%, -3%, 10%, -5%, -5%, -3%, 64%[activator], -6, -1%
N=c1sccn1Cc1ccccc1F
    -27%, 1%, 30%, 9%, -7%, -10%, -3%, -4, -2%
COC(=O)CCc1nc2c(C#N)c(-c3ccc(Cl)cc3)ccn2n1
    153%[activator], -1%, -28%, 2%, -1%, -6%, -16%, -3, -3%
Cc1cccc(-c2nc(CN3C(=O)CN=C(c4ccccc4)c4ccccc43)c(C)o2)c1
    20%, -1%, 29%, -12%, ·, -13%, -15%, -4, -6%
O=C(CN1C(=O)S/C(=C\C=C\c2ccccc2)C1=O)Nc1ccccc1C(=O)O
    ?, 1%, -7%, 4%, 1%, 35µM*, -1%, 3, -8%
CC(C)(C)C(=O)N1Cc2cnnn2-c2ccccc2C1C#N (stereo not drawn)
    10%, 3%, ·, -14%, ·, -8%, ·, -3, ·
NCCc1cccc(O)c1
    ·, -4%&-5%, ·, 7%&8%[19.4 µM], -1%&-1%, ·, 15%&0%, ·, ·
O=C1CC2OCC=C3CN4CC[C@@]56c7ccccc7N1C5C2C3CC46 (stereo partly drawn)
    ·, -4%, ·, -2%[60.1 µM], -2%, ·, 3%, ·, -5%
N[C@@H](CCP(=O)(O)O)C(=O)O
    ·, 2%, ·, -3%[19.4 µM], -2%, ·, ·, ·, -6%
COC(=O)C1=C(c2ccc(Cl)c(C(F)(F)F)c2)C[C@@H]2CC[C@H]1N2C(=O)NCCCOC(C)C
    61%[activator], -3%, ·, -12%, -6%, -5%, ·, -1, ·
COc1ccc(C)cc1NC(=O)N1CCC2(CC1)OCCO2
    -9%, -3%, 1%, 1%[60.1 µM], 4%, -11%, -7%, 1, -3%
c1cc2c3c(cccc3c1)CC2
    7%, -1%, ·, -10%, ·, ·, ·, -2, ·
Cc1ccccc1CS(=O)(=O)Cc1ccc(C(=O)N2CCC3(CC2)OCCO3)o1
    12%, -5%, 6%, -1%, 0%, -9%, -3%, 0, 1%

More entries.
Fields: POLI inh, Glioma ERSR ind, Pol beta inh, Pol kappa inh, APEX1 inh, POLH inh, Anesthetic bind, LDHA block, BLM inh
O=C(CCN1C(=O)COc2ccccc21)N1CCC2(CC1)OCCO2
    15%, 0%, 36%, 4%, -1%, -6%, -3%, -6, -3%
O=C1/C(=C/c2ccc(F)cc2)Oc2cc(OC(=O)N3CCOCC3)ccc21
    146%[activator], -2%, -2%, -9%, 1%, -7%, 4%, -13, -7%
C=C1C(C)C2C(Cc3ccccc3)NC(=O)C23C(OC(C)=O)C=CC(C)(O)CC(C)CC=CC3C1O (stereo not drawn)
    22%, -3%, ·, -11%, ·, -9%, ·, -3, ·
CCN1C(=O)N(CC)C(=O)C2(Cc3ccccc3N3CCN(c4ccccc4)CC32)C1=O (stereo not drawn)
    ?, 3%, 1%, -7%, -7%, -3%, -14%, 5, -6%
O=C1OC(=O)C2C1[C@@H]1CC[C@H]2O1 (stereo partly drawn)
    11%, 4%, 3%, 3%, 7%, -4%, 9%, -9, -2%
CC1(C)CN=C(NCc2ccccc2)S1
    27%, -3%, ·, 2%, ·, -19%, ·, 1, ·
COC(=O)C(O)(c1ccc(NC(=O)NC2CCCCC2)cc1)C(F)(F)F (stereo not drawn)
    -13%, 9%, 3%, -9%, 3%, -12%, -1%, -2, -9%
CCN1C[C@]2(C)CC[C@H](O)[C@]34C1[C@H](C[C@H]23)[C@@]1(O)C[C@H](OC)[C@H]2C[C@@H]4[C@@H]1C2O (stereo partly drawn)
    2%, -4%, ·, 7%, 5%, 0%, ·, 2, ·
CN(C)c1ccc(CN2CCc3nc(N4CCN(c5ccccn5)CC4)ncc3C2)cc1
    12%, -7%, 8%, -11%[60.1 µM], ·, -16%, 40%[activator], 7, 2%
CCNCC(O)c1cccc(O)c1 (stereo not drawn)
    -4%, 0%, 36%, -13%, 4%, -11%, -3%, -5, -3%
CC(C)(C)OC(=O)N(CCc1ccccc1)Cc1ccc(OCc2cccc(NC(=O)c3ccccc3)c2)cc1
    ?, -2%, ·, -28%, ·, 2%, ·, -3, ·
COC(=O)c1ccc(NC(=O)c2cccn(Cc3ccccc3C)c2=O)cc1
    13%, -4%, 7%, -5%[60.1 µM], ·, 3%, 6%, -5, -1%
C=CCc1cc(OC)c2c(c1OC)OCO2
    ·, -1%, ·, -2%[60.1 µM], -2%, ·, -13%, ·, -1%
COC1=CC(=O)O[C@@H](/C=C/c2ccccc2)C1
    8%, 0%, ·, -2%, 9%&-1%, -15%, ·, -4, ·
CCOP(=O)(OCC)C(O)c1ccccc1 (stereo not drawn)
    12%, -2%, ?, -7%, -3%, -5%, 4%, -5, -3%
CCc1c(C)nc(N)nc1N1N=C1SCCOc1ccccc1
    -1%, -4%, 9%, -3%, 2%, -3%, -9%, -9, -1%
O=C(Nc1ccccc1)N1CC[C@@]2(CCCN(C(=O)Oc3ccccc3)C2)C1
    ·, -1%, ·, 4%[60.1 µM], -2%, ·, ·, ·, 4%
CC(C)(C)c1csc(NC(=O)Nc2ccccc2)n1
    65%[activator], 1%, ?, -10%, -8%, -1%, -21%, -4, -11%
Cc1cc(NC(=O)c2cccn(Cc3cccc([N+](=O)[O-])c3)c2=O)no1
    -3%, -1%, 19%, -12%[60.1 µM], ·, -4%, -7%, -2, -1%
O=C1NCCOC(=O)[C@@H](Cc2ccc(F)cc2)CC/C=C/C[C@H]1CC(=O)N(CCO)Cc1ccccc1
    ?, -1%, ·, 6%, -27%, -18%, ·, -4, ·
CC(C)CN(CC(C)C)C(=O)C1C2c3ccccc3C(c3ccccc32)C1C(=O)O (stereo not drawn)
    -10%, -2%, 2%, -21%, 1%, 0%, -1%, -3, -8%
CCOC(=O)C(=CNc1ccc(C(O)(C(=O)OCC)C(F)(F)F)cc1C)C(=O)OCC (stereo not drawn)
    -4%, -5%, 15%, -8%, 9%, -28%, 0%, 5, -8%
Cc1[nH]c(=O)n(C(C)(C)C)c(=O)c1Cl
    ·, -5%, ·, 17%[60.1 µM], 4%, ·, -5%, ·, -1%
C=CCC1(CN2CCCCCC2=O)C(=O)NC(=O)NC1=O
    9%, -4%, 2%, 2%, 4%, 3%, -9%, 1, 4%
CCCCN1C2CCC1CC(OC(c1ccc(F)cc1)c1ccc(F)cc1)C2 (stereo not drawn)
    4%[58.9 µM], ·, 16%[57.1 µM], ·, 21%, -7%[57.1 µM], ·, ·, ·
O=C1Nc2ccc(Cl)cc2C(c2ccccc2Cl)=NC1O (stereo not drawn)
    ·, -6%, ·, 4%[60.1 µM], 0%, ·, -19%, ·, 1%
CC(C)C(NC(=O)C(C(C)C)N(C)C)C(=O)N(C)C(C(=O)N1CCCC1C(=O)N1CCCC1C(=O)NCc1ccccc1)C(C)C (stereo not drawn)
    3%, -4%, ·, -5%, ·, -25%, ·, -2, ·

Screens: PubChem, National Center for Advancing Translational Sciences (NCATS)
